# Screening results deposited in PubChem BioAssay by several laboratories.
# OPRM1-OPRD1 ag = agonists of human mu-delta opioid receptor heterodimerization | cells, OPRM1-OPRD1 heterodimerization, luminescence | P35372+P41143 | actives 0.3% (n = 340,000) | activation, % at 9.3 µM; in the data active = activation above about 18%;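 note: 0% = vehicle-treated cells and 100% = reference agonist; values of inactives mirror those of a sister screen read the other way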
# Pemphigus Ab inh = blocks pemphigus antibody binding to human desmoglein-3. DSG3-coupled beads, scFv-anti-DSG3-GFP binding, flow cytometry; hits give low values. binding (percent of control), % at 10 µM. AID 588358. actives 0.48% (n = 310,000);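 active = binding more than 3 SD below its plate's average and above zero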;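 note: hits lower antibody fragment binding to DSG3; some compounds called inactive have numbers as strong as hits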
# V-ATPase pHluor = alters yeast V-ATPase proton transport; AID 504577; S. cerevisiae, pHLuorin cytosolic pH fluorescence; actives 0.37% (n = 350,000); response, % at 10 µM; in the data active = response mostly above about 7.3%, no sharp cut-off; inactive = mostly below about 5.4%; note: actives read high; inactives centre near 0; some compounds called inactive have numbers as strong as hits; reference of the scale not given here
# PKA-R1A activ = PKA-R1A complex activation; actives 0.083% (n = 340,000); activation, % at 11.4 µM; P00514+P68181; PKA-R1A dissociation, Cy5-IP20 fluorescence polarization; scaled: DMSO 0%, 113 µM cGMP 100%;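 active = percent activation above the mean of all tested compounds plus 3 SD, cut at about 19% in these data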;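 note: higher means more PKAc released from R1A so a rise in polarization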
# DAGLB inh = diacylglycerol lipase beta (human) inhibition. Q8NCG7. actives 0.059% (n = 340,000). inhibition, % at 5.17 µM. AID 504411. HEK293T DAGLB membrane lysate, EnzChek fluorogenic substrate; in the data active = inhibition above about 34%;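 note: 0% = enzyme with vehicle and 100% = wells lacking enzyme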
# OPRM1-OPRD1 inv = inverse agonist of human OPRM1-OPRD1 heterodimerization. inhibition, % at 9.3 µM. actives 0.21% (n = 340,000). P35372+P41143. cell-based MOR-DOR heterodimer luminescence, inverse agonism; in the data active = inhibition above about 22%, passing the limit was not always enough;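 note: 0% = cells with DMSO and 100% = wells without cells with DMSO; values of inactives mirror those of a sister screen read the other way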
# Arr AP2 block = human beta-arrestin and AP2 interaction inhibition; FITC-arrestin peptide / GST-AP2 beads, flow cytometry; AP2 beta2 appendage carries R879A mutation; inhibition, % at 10 µM; actives 0.31% (n = 340,000); AID 504490;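 active = inhibition above a set limit, near 3 SD of compounds lacking own fluorescence, cut at about 54% in these data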;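 note: plate controls were DMSO wells for no effect and 5 µM unlabelled arrestin peptide for full effect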
#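 System: GST-AP2 R879A bound to glutathione beads, E. coli-expressed. Also added: 50 nM FITC-arrestin peptide. Schedule: compound with beads 12 min RT, then probe 1 h RT. Signal: bead flow cytometry, FITC channel. Read-out basis: percent response.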
# PKA-R2B activ = activators of human PKA-R2B complex | PKA-R2B holoenzyme dissociation, Cy5-IP20 fluorescence polarization; R2B truncated from residue 108, S112A mutant; 0% DMSO only, 100% 113 µM cGMP | activation, % at 11.4 µM | actives 0.079% (n = 340,000) | P22694+P31323;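 active = activation above a cutoff set at the mean over all compounds plus 3 SD, cut at about 18% in these data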;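 note: higher means more holoenzyme dissociation and a rise in polarization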
# Target sequence (P31323 whole entry, looked up, other chains not shown, the tested form may be a part): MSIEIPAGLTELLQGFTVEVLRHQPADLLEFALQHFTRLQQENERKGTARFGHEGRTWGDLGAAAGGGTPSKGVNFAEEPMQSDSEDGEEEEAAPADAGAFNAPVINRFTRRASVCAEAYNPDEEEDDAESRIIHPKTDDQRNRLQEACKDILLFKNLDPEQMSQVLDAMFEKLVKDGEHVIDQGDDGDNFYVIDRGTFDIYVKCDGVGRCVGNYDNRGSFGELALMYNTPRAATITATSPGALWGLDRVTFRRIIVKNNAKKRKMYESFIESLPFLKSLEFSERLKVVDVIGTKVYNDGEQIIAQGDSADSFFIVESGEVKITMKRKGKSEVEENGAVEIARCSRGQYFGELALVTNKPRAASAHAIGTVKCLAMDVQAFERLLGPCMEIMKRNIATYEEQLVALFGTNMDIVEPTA
# HTR5A inv ctr = HTR5A inverse agonism, opioid heterodimer counter-screen; HTR5A cell line, luminescence; actives 0.083% (n = 340,000); P47898; inhibition, % at 9.3 µM; in the data active = inhibition mostly above about 23%, no sharp cut-off; inactive = mostly below about 18%;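 note: 0% = cells with DMSO and 100% = no-cell wells with DMSO; some compounds called inactive have numbers as strong as hits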
# Target sequence (P47898 whole entry, looked up): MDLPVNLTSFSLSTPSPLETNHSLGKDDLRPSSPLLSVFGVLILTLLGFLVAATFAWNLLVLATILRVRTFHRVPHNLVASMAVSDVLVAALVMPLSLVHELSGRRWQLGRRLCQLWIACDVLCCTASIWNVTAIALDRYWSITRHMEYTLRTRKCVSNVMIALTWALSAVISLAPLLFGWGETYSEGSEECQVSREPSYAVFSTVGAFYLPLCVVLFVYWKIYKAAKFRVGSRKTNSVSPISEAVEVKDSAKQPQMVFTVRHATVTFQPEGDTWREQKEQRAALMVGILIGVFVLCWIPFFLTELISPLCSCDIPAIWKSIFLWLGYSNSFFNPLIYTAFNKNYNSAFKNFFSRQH
# HTR5A ag = counter-screen for OPRM1-OPRD1 agonists: human HTR5A agonism | P47898 | HTR5A agonist assay, luminescence, cell-based | activation, % at 9.3 µM | actives 0.61% (n = 340,000) | AID 504692; in the data active = activation mostly above about 9.5%, no sharp cut-off; inactive = mostly below about 7.6%;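 note: 0% = cells with vehicle only and 100% = reference agonist; strong numbers were not always called active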
# * hit, by the source's call; . = not tested or not shown.
compound,OPRM1-OPRD1 ag,Pemphigus Ab inh,V-ATPase pHluor,PKA-R1A activ,DAGLB inh,OPRM1-OPRD1 inv,Arr AP2 block,PKA-R2B activ,HTR5A inv ctr,HTR5A ag
COc1ccc(-n2c(C)nc3cc(C(=O)NCc4ccc5c(c4)OCO5)ccc32)cc1,-1.3,102.5,-2.6,1.0,-2.8,6.7,-5.8,-8.8,-22.7,6.5
CCCNc1ccc(S(=O)(=O)N(C(C)C)C(C)C)cn1,-1.0,79.5,6.1,-4.0,-1.8,5.0,4.2,-2.8,23.6,-1.4
CCCCC(CC)C(=O)Nc1ccccc1C(=O)NC(C)C (configuration not stated),-0.1,112.4,-2.0,-7.5,-2.2,0.9,-1.2,0.2,10.6,5.4
CCOC(=O)c1c(NC(=O)c2ccc(Cl)cc2)csc1C,-0.7,93.2,-2.6,-2.7,-8.2,4.3,-1.1,1.2,4.2,-0.9
CCN(CC)c1ccc(N=CN2CCOCC2)cc1,2.9,116.2,2.6,1.9,1.8,-23.4,13.5,1.9,-28.2,0.6
C=CCN(c1ccccc1)S(=O)(=O)c1cccc(C(=O)Nc2ncccc2C)c1,-0.8,125.9,-0.5,-10.1,-1.1,4.4,8.4,0.8,1.2,-0.5
O=C1C2C(C(=O)N1/N=C/c1ccc([N+](=O)[O-])o1)C1C=CC2C12CC2 (configuration not stated),5.2,96.4,1.8,3.3,1.9,-27.4,12.4,-9.6,6.1,0.4
O=[N+]([O-])c1ccc(Sc2ccccn2)nc1,-1.2,107.6,-3.2,-2.3,-1.1,5.8,37.9,2.3,20.9,5.4
O=C(O)c1cnn(-c2nc(-c3ccc(Cl)cc3)cs2)c1C(F)(F)F,-1.1,93.3,-1.6,-4.7,8.4,5.2,-17.0,-7.7,17.1,-4.6
COc1ccc(NC(=O)CN(C)CC(=O)NC(=O)NC2CCCCC2)cc1,0.4,98.6,-3.7,-7.6,0.1,-1.6,-1.2,7.7,9.5,-3.9
COc1ccc(CNC(=O)C(c2ccco2)N(C(=O)c2csnn2)c2cccc(C)c2C)cc1 (configuration not stated),-2.6,100.5,3.9,8.4,-1.0,13.8,0.8,-16.2,13.2,-3.6
NS(=O)(=O)c1ccc(NC(=S)NCc2ccc(Cl)cc2)cc1,-1.1,94.8,8.5,-7.4,-0.9,5.2,-4.0,-2.6,20.4,-9.3
COc1ccccc1OCCNC(=O)c1ccc(Br)cc1,-2.2,90.9,-3.2,-0.3,-7.9,10.0,-1.1,5.5,-4.9,1.4
O=S(=O)(NCCOCC(F)(F)F)c1ccc2oc3ccccc3c2c1,2.6,99.3,1.0,-5.9,-17.3,-15.8,2.3,-1.2,-16.0,0.5
CCN(CC)C(=O)c1cc(S(=O)(=O)N2CCCCC2)c[nH]1,0.6,105.3,-4.7,-8.9,-5.7,-3.6,6.6,-5.1,6.5,-2.2
COc1cc(OC)cc(OC(=O)C2CCN(S(=O)(=O)c3ccc(OC)c(OC)c3)CC2)c1,-0.1,97.7,1.6,-2.4,-4.0,0.6,4.6,11.8,5.2,-2.6
Cc1n[nH]c(C)c1CCN(C)Cc1cn(C)nc1-c1ccc2c(c1)OCCO2,-0.6,105.8,0.8,0.9,0.1,2.9,14.7,-2.0,-11.6,4.1
CCS(=O)(=O)N1N=C(c2ccc(NS(C)(=O)=O)cc2)CC1c1ccccc1 (configuration not stated),0.0,141.1,-1.9,-1.9,-1.6,0.2,28.0,-15.2,-12.0,-0.9
CN(CC(=O)Nc1ccc(F)cc1)CC(=O)N(C)C1(C#N)CCCCC1,-2.4,.,-2.1,-9.5,-1.4,9.8,-2.0,-9.1,-39.5,14.2
CS(=O)(=O)N(CC(=O)N1CCCC1)c1cc(Cl)c(Cl)cc1Cl,-1.4,.,0.5,-9.3,2.8,7.7,-1.1,7.0,-16.6,-2.7
O=C(Nc1ccc(NC(=O)c2sc3ccccc3c2Cl)cc1)c1ccco1,-2.8,101.0,-1.9,-0.8,1.3,14.5,6.8,-5.9,-14.3,4.1
COC(=O)[C@H](CCSC)NC(=O)Nc1ccc(C)cc1,0.2,101.5,1.1,-5.7,-2.6,-1.0,-1.6,-8.8,-1.7,3.1
CCC(=O)NCCc1nc2cc(NC(=O)Nc3ccccc3)ccc2n1C,-0.3,99.3,4.0,9.2,-1.1,1.7,6.4,-1.8,5.9,-1.5
O=c1[nH]c(/C=C/c2cccc([N+](=O)[O-])c2)c([N+](=O)[O-])c(=O)[nH]1,-2.8,95.1,7.4,-5.9,7.2,13.9,12.7,5.5,6.3,-3.1
CCOC(=O)c1ccc(NS(=O)(=O)CC)cc1,-2.0,.,0.9,-10.2,-1.7,12.4,-5.5,-3.3,-23.7,8.8
Cc1cccc(C(=O)NCc2nnc3c4ccccc4c(-c4ccccc4)nn23)c1,-2.0,89.0,-0.1,-6.0,-0.3,9.3,3.0,-1.0,4.5,-0.3
CCOc1c(Br)cc(CNc2ccc3c(c2)OCCO3)cc1OC,1.3,107.2,7.6,-8.4,-1.1,-7.5,4.4,-0.4,-30.8,-0.3
CCC(=O)c1cn(CC(=O)Nc2ccc(OC)cc2)c2ccccc12,-1.5,96.9,-1.8,3.6,-13.9,7.4,15.5,0.8,-7.4,2.5
CC(C)=NN/C(N)=N/C(=S)Nc1ccc(C)cc1,-3.7,83.7,-0.1,-7.4,-3.0,18.6,5.7,0.0,14.9,-0.6
c1ccc(CN2CCN(C3=Nc4cccc5cccc3c45)CC2)cc1,0.1,113.2,-1.7,-5.0,7.6,-0.5,14.7,-10.9,-5.7,-0.7
O=C(c1ccc(-n2cncn2)c([N+](=O)[O-])c1)N1CCN(c2cccc(Cl)c2)CC1,0.1,108.5,-0.7,0.4,4.7,-0.7,-12.4,-1.5,-12.1,0.4
CC1(C)Cc2nc3oc4c(NCCCN5CCOCC5)ncnc4c3cc2CO1,-2.7,.,2.8,3.8,-1.6,13.4,-12.7,6.8,-3.4,1.3
N#CC1=C(N)Oc2cc(N)ccc2C1c1ccccc1Cl (configuration not stated),-0.2,103.6,-1.8,5.5,-1.1,1.0,39.4,-4.8,4.5,-1.2
O=C(Nc1ccc([N+](=O)[O-])cc1)c1cn(-c2ccccc2)nc1-c1cc2ccccc2o1,-2.7,92.4,0.7,-11.6,-3.6,16.0,-4.0,-7.8,-12.2,4.6
CC1CCC(NC(=O)CCC(=O)N2CC(C)Oc3ccccc32)CC1 (configuration not stated),-2.6,102.4,1.9,4.9,-0.2,13.3,-5.6,2.9,-2.2,0.8
CN(C)S(=O)(=O)c1ccc(C(=O)NCc2ccc3[nH]c4c(c3c2)CCCC4)cc1,1.0,110.0,0.1,-7.3,1.3,-6.0,-1.3,-0.3,-8.2,2.1
COc1ccccc1N(CN1CCCC1=O)C(=O)c1c(F)cccc1F,-2.5,.,4.6,0.0,-3.1,12.6,8.6,2.9,4.8,-1.6
O=C(CCNC(=O)c1ccccc1Cl)NNC(=O)c1ccccc1O,-2.2,94.5,0.5,-11.3,1.5,14.2,-16.3,-3.0,17.5,2.6
Cc1[nH]c2ccccc2c1C(=O)CN1C(=O)C(=O)N(Cc2ccco2)C1=O,-1.6,107.9,-1.7,-4.1,-1.6,8.0,-9.0,-5.8,1.4,2.6
CCOC(=O)Cc1csc(NC(=O)CSc2nnc(C)n2C)n1,-1.9,114.9,-0.4,3.1,0.3,11.4,1.7,-4.0,-10.9,-1.3
Cc1ccc(S(=O)(=O)Nc2ccc(N=Nc3ccc(O)cc3)cc2)cc1,-2.4,87.2,2.1,3.4,7.2,12.1,28.0,-1.3,13.5,-4.8
CCOC(=O)N1CCN(C(=O)c2ccc(NS(=O)(=O)c3ccc4[nH]c(=O)[nH]c4c3)cc2)CC1,-0.5,94.7,2.6,7.2,2.0,2.9,17.9,8.3,7.7,0.9
O=C(CN1C(=O)/C(=C/c2ccccc2F)Sc2ccccc21)NCC1CCCO1 (configuration not stated),-4.0,104.6,1.3,4.5,-2.2,19.9,12.0,-10.6,-0.3,0.1
CCOc1ccccc1Nc1nnc(SCC(=O)Nc2cc(C)on2)s1,-1.8,100.4,-0.7,3.3,1.6,9.4,-6.4,-5.1,19.0,-5.8
O=c1c2cccc(Cl)c2nc2n1Cc1ccccc1-2,-0.2,98.6,4.7,-4.6,0.3,1.1,-1.8,-5.6,-5.4,-2.6
Cc1ccc(S(=O)(=O)N(C)c2ccc(OCc3cccc(C)c3)cc2)cc1,-1.1,109.1,0.2,8.7,-13.3,5.9,2.4,-4.6,-11.7,1.2
CCOC(=O)N/N=C(\CCC(=O)O)c1cccs1,-1.9,101.0,2.0,-1.4,3.8,9.5,15.6,-7.9,-7.5,2.5
CC(=O)N1CCN(CC(=O)Nc2ccccc2Sc2ccc(Cl)cc2)CC1,-2.2,107.6,7.1,-7.0,-0.8,11.6,1.0,-20.6,18.0,0.5
Cc1ccc(NC(=O)COC(=O)C2CC2)cc1S(=O)(=O)N1CCOCC1,-3.8,.,-0.3,2.7,1.1,14.2,-0.9,-2.5,-7.1,3.8
COc1ccc(C)cc1NS(=O)(=O)c1ccc2c(c1)NC(=O)C(C)S2 (configuration not stated),-0.2,98.3,-4.1,-2.9,-1.7,1.2,1.2,-2.4,-17.4,2.4
Cc1ccc(OCc2nc3c4c(ncn3n2)-c2ccccc2CC42CCCC2)cc1,-2.2,99.5,0.6,-6.5,-3.1,13.3,-5.4,10.2,5.7,-2.1
Cc1ccc(S(=O)(=O)CCC(=O)OCC(=O)NCc2ccc(Cl)cc2)cc1,1.4,100.8,4.0,-2.1,-0.8,-7.0,-16.5,-8.9,1.4,-0.5
Cc1cc(C)nc(-n2nc(C)c3c(=O)[nH]c(C(F)(F)F)nc32)n1,-3.3,112.6,3.1,0.7,-0.2,16.1,13.1,0.8,2.1,-0.9
COc1ccc(OCc2nnc(SCc3ccc(C(=O)O)cc3)o2)cc1,-2.7,100.0,-0.4,0.1,0.6,15.3,-0.5,-25.1,-3.7,1.4
CCS(=O)(=O)N1CCN(c2cc3c(cc2[N+](=O)[O-])n(C)c(=O)n3C)CC1,-0.8,99.1,-0.2,-1.8,1.8,4.1,-12.8,5.9,4.9,-1.9
Cn1c(SCc2cccc(Br)c2)nc2c1c(=O)[nH]c(=O)n2C,-2.6,99.0,-5.8,-3.7,-2.4,12.8,-5.6,-8.0,-10.2,-4.3
